Screens (PubChem BioAssay)
PP1 inh: PP1-alpha (human) inhibition in PP5 counter-screen. purified PP1alpha, OMFP fluorescence. inhibition, % at 6.7 µM. actives 0.9% (n = 320,000). AID 2235. P62136;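 active = inhibition above the mean inhibition of all tested compounds plus 3 SD, computed separately for each screening campaign, cut at about 15% in these data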
Target sequence (P62136 whole entry, looked up): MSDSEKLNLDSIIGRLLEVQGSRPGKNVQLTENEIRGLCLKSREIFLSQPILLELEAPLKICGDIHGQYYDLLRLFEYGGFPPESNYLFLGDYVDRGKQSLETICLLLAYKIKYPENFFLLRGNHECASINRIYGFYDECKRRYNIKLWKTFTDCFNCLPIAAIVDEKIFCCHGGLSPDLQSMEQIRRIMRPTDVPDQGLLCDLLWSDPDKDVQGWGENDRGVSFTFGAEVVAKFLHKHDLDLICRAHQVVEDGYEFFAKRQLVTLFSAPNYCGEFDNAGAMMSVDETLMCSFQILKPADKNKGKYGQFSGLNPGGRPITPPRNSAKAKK
proCasp3 act: activators of human procaspase-3 | recombinant procaspase-3 D3A, Ac-DEVD-pNA absorbance 405 nm | activation, % at 8.5 µM | AID 463141 | P42574 | actives 0.11% (n = 330,000);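 active = activation above the mean of all tested compounds plus 3 SD, cut at about 21% in these data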;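 also: 0% = DMSO alone and 100% = DMSO wells spiked with extra 5 µM PC-3 D3A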
Target sequence (P42574 whole entry D9A/D28A/D175A): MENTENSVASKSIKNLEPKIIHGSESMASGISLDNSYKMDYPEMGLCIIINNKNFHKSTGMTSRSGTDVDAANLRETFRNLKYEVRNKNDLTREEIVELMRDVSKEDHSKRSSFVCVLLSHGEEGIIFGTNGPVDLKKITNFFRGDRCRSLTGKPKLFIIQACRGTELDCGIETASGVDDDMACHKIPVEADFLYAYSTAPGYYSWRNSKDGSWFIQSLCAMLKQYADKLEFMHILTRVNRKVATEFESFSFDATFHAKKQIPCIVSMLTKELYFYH
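Assay system: Procaspase-3 D3A mutant, all three cleavage aspartates alanine. Buffer or medium: Zinc-free HEPES saline buffer with Triton X-100. Times: 1 h compound preincubation, 2 h substrate hydrolysis at 25 °C. Measured by: 405 nm absorbance of p-nitroaniline, reads at 0 and 120 min. Read-out basis: percent activation relative to control range. Replicates: singlicate.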
CTSL1 counter: cathepsin L1 inhibition, PFM18AAP counter-screen. inhibition, % at 5.96 µM. actives 0.49% (n = 300,000). recombinant F. hepatica cathepsin L1, Z-Leu-Arg-MCA fluorescence;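 active = inhibition above the mean of all tested compounds plus 3 SD, set per screening campaign, cut at about 17% in these data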;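 also: 0% = plate median of test compound wells and 100% = 1 µM Z-Phe-Ala-diazomethylketone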
TPT1 inhibitor: C. albicans TPT1 enzyme inhibition; recombinant caTPT1, FP RNA substrate dephosphorylation; inhibition, % at 5 µM; actives 0.81% (n = 300,000); AID 1962;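 active = inhibition above the mean of all tested compounds plus 3 SD, set per screening campaign, cut at about 24% in these data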;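 also: plate controls were DMSO alone for no effect and ferristatin control at 100 nM for full effect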
PAFAH2 inh: PAFAH2 (human) inhibition. Q99487. recombinant PAFAH2, FP-rhodamine activity probe, fluorescence polarization. inhibition, % at 3.39 µM. actives 0.99% (n = 340,000). AID 492956;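 active = inhibition above the mean over all tested compounds plus 3 SD, cut at about 30% in these data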;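 also: inhibitors block probe labeling of enzyme so polarization drops; 0% = enzyme with DMSO and 100% = wells lacking PAFAH2 protein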
PP5 primary: blocks human protein phosphatase 5 activity; actives 0.18% (n = 320,000); purified PP5c, OMFP substrate fluorescence; inhibition, % at 6.7 µM; P53041;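 active = inhibition above the campaign's mean inhibition across all tested compounds plus 3 SD, cut at about 9.5% in these data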;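 also: 0% = DMSO only and 100% = 100 µM cantharidin control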
Target sequence (P53041 whole entry, looked up): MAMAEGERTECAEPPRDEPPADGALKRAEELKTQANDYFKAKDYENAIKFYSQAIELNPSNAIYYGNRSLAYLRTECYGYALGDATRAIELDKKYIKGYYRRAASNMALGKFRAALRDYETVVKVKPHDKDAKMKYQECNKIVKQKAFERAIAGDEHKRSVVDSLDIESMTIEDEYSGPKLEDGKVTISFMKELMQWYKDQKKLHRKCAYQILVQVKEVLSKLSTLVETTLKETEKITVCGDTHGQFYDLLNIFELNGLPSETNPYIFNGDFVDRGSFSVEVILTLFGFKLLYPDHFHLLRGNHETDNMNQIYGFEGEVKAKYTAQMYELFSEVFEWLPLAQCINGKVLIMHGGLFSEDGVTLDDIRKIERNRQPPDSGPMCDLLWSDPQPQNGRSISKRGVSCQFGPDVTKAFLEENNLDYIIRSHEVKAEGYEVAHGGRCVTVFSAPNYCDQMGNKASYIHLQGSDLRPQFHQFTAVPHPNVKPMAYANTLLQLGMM
proCasp7 act: activates human procaspase-7, counter-screen for procaspase-3 activators; P55210; recombinant procaspase-7, Ac-DEVD-pNA absorbance 405 nm; D23A/D198A/D206A triple mutant, cannot self-cleave; scale: DMSO 0, 5 µM enzyme 100; activation, % at 8.5 µM; actives 0.093% (n = 330,000);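 active = percent activation above the screen-wide mean plus 3 SD, cut at about 25% in these data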
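Assay system: Uncleavable procaspase-7 mutant enzyme; Input: 2 µM procaspase-7 mutant as dispensed; Also added: DEVD-pNA substrate; Medium: Zinc-free HEPES pH 7.4 with 300 mM NaCl, 0.01% Triton X-100; Timing: 1 h compound preincubation, 2 h substrate cleavage, 25 °C; Measured by: Epi-absorbance of released pNA at 405 nm, two timepoints.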
core dimer inh: blocks dimerization of HCV core protein. TR-FRET GST/Flag-core106 dimerization, 1536-well. inhibition, % at 5 µM. actives 0.33% (n = 300,000). AID 1899;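 active = inhibition above the mean of all tested compounds plus 3 SD, set per screening campaign, cut at about 45% in these data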
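Assay system: tagged HCV core106 pair (GST and Flag); medium: KF-containing HEPES buffer, pH 7.45, DTT, CHAPS, BSA; also added: Eu donor and XL665 acceptor anti-tag antibodies; dosing: 5 µM single dose; timing: compound-protein-antibody incubation 4 h at 22.5 °C; signal: TR-FRET 671 and 617 nm emission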
AHR act: activators of human aryl hydrocarbon receptor. P35869. AHR-responsive luciferase reporter cells, luminescence. activation, % at 5 µM. actives 2.5% (n = 320,000). AID 2796; in the data active = activation above about 47%;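 also: 0% = vehicle wells and 100% = reference agonist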
Active calls of the source: *; / = not tested or not shown.

SMILES	PP1 inh	proCasp3 act	CTSL1 counter	TPT1 inhibitor	PAFAH2 inh	PP5 primary	proCasp7 act	core dimer inh	AHR act
N#Cc1ccc(COC(=O)C2CCC(=O)N2)cc1 (configuration not stated)	-2	-10	5	-11	-6	0.1	-3	2	3
COc1ccc(N2C(=O)NC(NS(=O)(=O)c3ccc(NC(C)=O)cc3)(C(F)(F)F)C2=O)cc1 (configuration not stated)	-3	2	-1	1	1	1.5	5	-9	-3
CCSc1oc(-c2cccs2)nc1S(=O)(=O)c1ccccc1	-1	-7	2	2	3	4.9	2	15	3
CCOC(=O)N1CCN(C(=O)Nc2cccc3ccccc23)CC1	-2	-4	17*	-2	5	0.5	-5	-3	16
CCCCn1c(N)c(N(CCC(C)C)C(=O)c2ccc([N+](=O)[O-])s2)c(=O)[nH]c1=O	-1	5	3	1	6	-1.4	5	7	1
CCCNC(=O)CSc1nnc(-c2ccccc2Br)n1-c1cccc(C(F)(F)F)c1	-2	1	0	0	-2	1.9	5	9	3
c1ccc(-c2nc(C3CCCCC3)c3ccccc3n2)cc1	-3	5	0	-3	2	2.7	-1	-20	2
COC(=O)c1cc(NC(=O)CN(c2ccc3c(c2)OCO3)S(C)(=O)=O)ccc1Cl	0	-3	5	6	-4	-1.1	-7	-1	8
Nc1ccc(NC(=O)c2ccco2)c(Cl)c1	-1	8	-2	2	1	2.3	6	-9	-5
CC1CCN(CCCCOc2ccccc2Br)CC1	0	-13	0	-1	-1	-1.5	15	3	-3
CC(=O)Oc1c(S(=O)(=O)c2ccccc2)c(C)nn1C(C)(C)C	-2	-10	0	-2	-1	3.4	11	5	-1
O=C(Cc1c(F)cccc1Cl)NNC(=S)Nc1ccc(S(=O)(=O)Nc2ncccn2)cc1	0	-10	-1	2	-3	1.0	-12	6	-2
O=C(O)C1CCCCC1C(=O)Nc1cnn(Cc2ccccc2)c1 (configuration not stated)	2	-7	-3	-5	6	1.6	6	0	0
Cc1cccc(NC(=O)CN(C)S(=O)(=O)c2ccc(Br)cc2)n1	-1	-8	2	-1	7	0.5	-7	-2	2
Cc1ccccc1NC(=O)CC1SC(=NC2CCCCC2)NC1=O (configuration not stated)	-4	-4	-3	1	-2	1.4	-7	1	2
Cc1ccc(Nc2nc(NCCO)nc(N3CCCC3)n2)cc1	1	11	-1	2	0	2.5	8	-6	28
Cc1nc2ccc(NC(=O)c3ccc([N+](=O)[O-])cc3)cc2s1	-2	6	0	1	-4	1.3	3	-6	-4
O=C1C(=C2CCCCC2)SC(=S)N1Cc1ccco1	8	-4	6	3	10	0.9	-20	16	0
COc1cccc(N2CCN(C(=O)C3CCCN(S(=O)(=O)c4ccc5c(c4)oc(=O)n5C)C3)CC2)c1 (configuration not stated)	1	4	4	-3	9	-1.3	-7	4	-2
COc1ccccc1NC(=O)C(C)OC(=O)CCC1CCCCC1 (configuration not stated)	0	-7	-2	2	5	1.0	2	9	-1
CNS(=O)(=O)c1cc(-c2nnc(N3CCOCC3)c3ccccc23)ccc1C	-1	0	-8	-4	-4	1.4	5	0	-3
Cc1cccc(NC(=O)CCOc2ccccc2)c1C	2	-2	-3	-2	8	-0.1	6	10	-1
O=C(Nc1nccs1)c1ccc2ccccc2c1	4	4	-1	-2	4	1.0	3	-3	54*
CN(CC(=O)Nc1ccc(Cl)c(C(F)(F)F)c1)C(=O)/C=C/c1ccco1	0	12	2	-1	-4	2.9	2	-1	0
CCOC(=O)C1CN(S(=O)(=O)c2cc(OC)ccc2OC)C1	-2	5	-3	0	-3	-1.6	2	5	0

(more compounds)
SMILES	PP1 inh	proCasp3 act	CTSL1 counter	TPT1 inhibitor	PAFAH2 inh	PP5 primary	proCasp7 act	core dimer inh	AHR act
COc1cccc(C(=O)COC(=O)c2ccc(NC(C)=O)cc2)c1	-1	-1	0	-1	37*	1.2	0	0	0
O=C1C2C3C=CC(C3)C2C(=O)N1c1ccc(S(=O)(=O)Nc2nccs2)cc1 (configuration not stated)	-3	2	4	-6	1	-0.4	1	-5	-1
CN(C)c1ccc(C(=O)OCC(=O)c2ccc[nH]2)cc1	/	17	/	/	68*	/	2	/	-1
CCOC(=O)c1cc2sc(C)cc2n1CC(=O)Nc1ccc2c(c1)OCCO2	-3	-3	2	-2	5	3.9	1	6	0
CCc1ccc(C(=O)OCC(=O)NCC(F)(F)F)cc1	7	3	1	-1	74*	0.4	3	-1	1
C/C=C(\C)C(=O)N1CC2(CC(c3cccc(NC(=O)CCCCC)c3)=NO2)C[C@@H]1C(N)=O (some centres not stated)	-3	6	0	3	1	1.1	7	4	2
Nc1ccc2oc(=O)c(-c3ccccc3)cc2c1	-1	3	-2	-2	2	0.0	10	3	0
NS(=O)(=O)c1ccc(NC(=O)/C=C/c2cccs2)cc1	1	3	2	-1	1	1.0	-8	-4	15
COc1cc(OC)cc(C(=O)N2CCC(C(=O)c3ccc(F)cc3)CC2)c1	-2	11	0	-2	1	2.9	1	15	-3
C=CCn1c(COc2ccccc2C)nnc1SCC(=O)O	-4	-4	1	-4	-7	2.1	3	0	3
CNC(=O)c1ccccc1Sc1ccccc1CO	2	6	1	0	-4	-1.7	9	-3	-3
Cn1c2c(c3ccccc31)CCSC2=O	-3	3	-1	1	-6	-1.4	0	1	1
CCN(CC)C(=O)CSc1nc(-c2ccco2)cc(C(F)(F)F)c1C#N	2	-2	4	1	-15	4.4	9	7	25
COc1cccc2sc(/N=C/N(C)C)nc12	-4	-8	3	1	5	1.1	-2	-6	11
COc1cc(CNc2ccc(N3CCN(C(C)=O)CC3)cc2)ccc1OCc1ccccc1	2	-6	-1	4	0	0.5	-7	-7	0
COc1ccc(Cl)cc1NC(=O)CN(C)C1CCS(=O)(=O)C1 (configuration not stated)	-2	8	/	/	4	1.2	8	/	2
CS/C(N)=N/N=C/c1cc(Br)cc(Br)c1O	0	10	4	-2	63*	7.3	6	2	66*
CCCN1CCN(C(=O)Nc2cccc(C(F)(F)F)c2)CC1	-2	0	0	0	-4	2.9	-9	8	0
CC(=O)c1c(C)[nH]c(C(=O)OCC(=O)NCCCc2ccccc2)c1C	-1	12	/	/	3	0.2	5	/	9
Cc1ccc(SCCNC(=O)/C=C/c2ccc([N+](=O)[O-])cc2)cc1	3	5	3	-1	8	7.4	-5	3	0
O=C(CN1CCN(c2ccccc2)CC1)Nc1ccc(Oc2ccccc2)cc1	0	0	0	-4	-2	4.9	8	-2	2
CCOC(=O)c1sc(NC(=O)c2cc3n(n2)C(C(F)(F)F)CC(c2ccccc2)N3)c(C(=O)OCC)c1C (configuration not stated)	-4	4	2	1	2	-0.6	-5	-4	-1
CC(NC(=O)CNC(=O)[C@@H]1Cc2ccccc2CN1)c1ccccc1 (some centres not stated)	-1	10	-2	-4	-6	1.7	-3	-4	2
CC(NC(=S)Nc1ccccc1)C(c1cccs1)N1CCOCC1 (configuration not stated)	0	4	2	-1	-3	0.6	3	4	1
COc1ccc(CCCc2n[nH]c(=S)o2)c(C)c1	-6	-7	-5	2	6	0.4	-7	8	0

(list continues)
SMILES	PP1 inh	proCasp3 act	CTSL1 counter	TPT1 inhibitor	PAFAH2 inh	PP5 primary	proCasp7 act	core dimer inh	AHR act
O=C(CC(=O)N/N=C\c1ccccc1[N+](=O)[O-])NCCc1ccccc1	-3	-2	-6	-1	-3	0.7	5	11	4
CCCCCn1c(=O)c(C(=O)OCC)c(O)c2ccccc21	-3	6	-1	-2	-2	3.8	-14	-1	10
Cc1ccc(NC(=O)C(=O)NCc2ccco2)c(C)c1	-5	8	2	2	-2	3.4	5	3	0
CCOC(=O)c1ccccc1NC(=O)CSc1nccn1C	1	-7	-1	-3	-6	-1.7	9	-1	6
O=c1ccc2ccc(Oc3ccc([N+](=O)[O-])cc3Cl)cc2o1	0	6	6	-2	1	0.8	6	-3	2
CCCc1cc(C(=O)Nc2cccc([N+](=O)[O-])c2)cs1	0	-6	1	1	5	5.5	-9	5	4
CCNS(=O)(=O)c1ccc(CCC(=O)N2CCN(c3ccccc3)CC2)cc1	-2	0	-3	-5	0	2.5	2	-8	-1
CCN(C(=O)COC(=O)Cc1coc2cc(C)ccc12)c1c(N)n(Cc2ccccc2)c(=O)[nH]c1=O	-2	15	/	/	-1	-0.1	9	/	2
Cc1c(C(=O)N2CCC2)oc2ccc(Br)cc12	6	11	-1	1	2	-0.6	5	2	-1
c1coc(CNc2nc3ccccc3s2)c1	0	5	-2	3	-2	1.6	4	0	21
Clc1ccc(OCCCN2CCCC2)cc1Cl	0	-6	1	8	-2	-0.7	-3	-7	3
COc1cc(S(=O)(=O)Nc2ncccc2C)c(OC)cc1Cl	-2	5	-3	-5	8	1.4	9	-3	2
O=C(/C=C/c1ccco1)Nc1cccc2cccnc12	6	-13	5	6	21	1.9	-18	28	48*
O=[N+]([O-])c1ccc(NC(=S)N2CCN(c3ccccn3)CC2)cc1	1	-7	-5	-2	-1	3.4	1	-5	5
COc1ccc(NC(=O)CN(C)C(=O)CSCC(=O)Nc2ccc(C)cc2)cc1	-5	-8	-4	-2	6	3.3	-7	-4	1
Cc1ccc(Cl)cc1N1CCN(Cc2cc3c(cc2O)CCC3)CC1	-2	-1	1	1	-5	0.2	-7	-7	3
CO/N=C/c1ccc(Sc2ccccc2)c([N+](=O)[O-])c1	1	0	0	0	-1	0.3	7	4	2
Cc1ccccc1C(=O)N1CCN(CCNC(=O)C(=O)Nc2ccc(Br)cc2)CC1	-3	-6	2	2	1	0.2	12	0	1
CCn1c(C)nc2cc(S(=O)(=O)C(F)(F)F)ccc21	-5	11	-3	0	-10	0.5	5	0	-1
CC(=O)c1ccc(N(C(=O)c2csnn2)C(C(=O)NC(C)(C)C)c2cccs2)cc1 (configuration not stated)	-1	-11	-4	3	7	-1.3	3	0	2
Cc1ccc(C2/C(=C(/O)c3ccc(Br)cc3)C(=O)C(=O)N2Cc2ccco2)o1 (configuration not stated)	2	-31	2	-13	13	3.3	-61	16	4
COc1cc([N+](=O)[O-])ccc1NC(=S)NNC(=O)c1ccc2c(c1)OCO2	7	-21	3	-4	3	2.1	-17	-12	39
CC(=O)c1ccc(Nc2nc(=O)c3cccnc3s2)cc1	1	8	-2	-1	-2	0.0	3	-1	14

Sorted by count of non-hydrogen atoms (largest number first): some entries from above
SMILES	PP1 inh	proCasp3 act	CTSL1 counter	TPT1 inhibitor	PAFAH2 inh	PP5 primary	proCasp7 act	core dimer inh	AHR act
O=C(CN1CCN(c2ccccc2)CC1)Nc1ccc(Oc2ccccc2)cc1	0	0	0	-4	-2	4.9	8	-2	2
Cc1ccc(C2/C(=C(/O)c3ccc(Br)cc3)C(=O)C(=O)N2Cc2ccco2)o1 (configuration not stated)	2	-31	2	-13	13	3.3	-61	16	4
O=C(CC(=O)N/N=C\c1ccccc1[N+](=O)[O-])NCCc1ccccc1	-3	-2	-6	-1	-3	0.7	5	11	4
O=C(O)C1CCCCC1C(=O)Nc1cnn(Cc2ccccc2)c1 (configuration not stated)	2	-7	-3	-5	6	1.6	6	0	0
CC(=O)c1ccc(Nc2nc(=O)c3cccnc3s2)cc1	1	8	-2	-1	-2	0.0	3	-1	14
